NR2E3 ag-1 – agonists of human nuclear receptor NR2E3. 320,000 tested, 0.12% active. AID 2300. inhibition of corepressor binding, % at 4.78 µM. Q9Y5X4. GST-NR2E3/biotin-RetCOR TR-FRET, 1536-well;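 active means percent inhibition above the cutoff of mean plus 3 SD of all tested compounds, set per screening campaign, cut at about 20% in these data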;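 further: 0% = DMSO wells and 100% = biotin wells as full block of FRET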
Target sequence (Q9Y5X4 whole entry, looked up): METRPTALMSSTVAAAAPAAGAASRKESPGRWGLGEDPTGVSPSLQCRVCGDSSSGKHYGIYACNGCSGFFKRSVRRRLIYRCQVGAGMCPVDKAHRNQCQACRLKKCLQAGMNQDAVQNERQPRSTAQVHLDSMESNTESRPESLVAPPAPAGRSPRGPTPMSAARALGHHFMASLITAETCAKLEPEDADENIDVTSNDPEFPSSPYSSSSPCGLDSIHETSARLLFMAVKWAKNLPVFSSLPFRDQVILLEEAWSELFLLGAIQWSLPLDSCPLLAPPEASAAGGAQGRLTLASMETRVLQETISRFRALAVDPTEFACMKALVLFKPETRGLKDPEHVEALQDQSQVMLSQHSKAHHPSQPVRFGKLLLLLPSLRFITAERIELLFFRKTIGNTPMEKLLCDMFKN
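Material: NR2E3–RetCOR corepressor complex | Quantity: 1.35 nM GST-tagged NR2E3 final | Schedule: 5 h at 4 °C | Replication: Singlicate compound wells | Reagent: RetCOR corepressor, biotinylated, 7 nM | Controls: Biotin wells as high control, 0.6% DMSO wells as low control | Signal: TR-FRET, Eu(K)-anti-GST donor, streptavidin-D2 acceptor, ex 340, em 617/671 nm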
Peg3 prom inh – Peg3 promoter activity inhibition. HeLa PEG-Prom luciferase reporter, luminescence, overnight. inhibition, % at 20 µM. 360,000 tested, 1.7% active. AID 588405;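 active means inhibition of at least 50% at 20 µM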
CF NFkB block – blocks PAF-induced NF-kB reporter in cystic fibrosis cells; KKLEB NF-kB-GFP reporter, GFP fluorescence overnight; inhibition, % at 5 µM; 360,000 tested, 0.86% active; AID 588850;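 active means at least 50% inhibition at 5 µM, scaled per plate between neutral and stimulator controls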;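 further: PAF is a Pseudomonas aeruginosa culture filtrate used as stimulus; plate controls were PAF-stimulated DMSO wells for no effect and unstimulated DMSO wells for full effect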
Shn3 inh set2 – inhibitors of Schnurri-3 3'UTR reporter in osteoblasts; Clone20 osteoblast Shn3 3'UTR firefly luciferase, 24 h; inhibition, % at 12.5 µM; 360,000 tested, 0.52% active;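 active means mean inhibition of at least 75% with every replicate also reaching 75%; inconclusive means mean inhibition at least 75% but some replicate below; inactive means mean inhibition below 75%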;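 further: 0% = median of neutral control wells and 100% = pilot-screen positive control compound; some compounds past the cut are filed as inactive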
TRAIL sens C8 – caspase-8 TRAIL sensitization | NB7+C8 cells + TRAIL, ATPlite viability luminescence | inhibition (viability loss, TRAIL sensitization), % at 10 µM | 360,000 tested, 1% active | AID 624354;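 active means compounds causing at least 50% loss of cell viability in the single-dose screen, relative to plate controls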
LMP1 NFkB inh – reduces LMP1-driven NF-kappaB luciferase signal. LMP1-induced NF-kappaB luciferase reporter cells, luminescence. inhibition, % at 12.5 µM. 350,000 tested, 0.69% active. AID 504558; in the data active means inhibition above about 41%; inconclusive means no clear call, values can overlap the other calls;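 further: 0% = neutral control wells and 100% = reference inhibitor control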
KKLEB tox – CF airway cell cytotoxicity counter-screen | KKLEB CF airway cells viability, ATPlite luminescence, overnight; active compounds read low; cells stimulated with P. aeruginosa culture filtrate | activity change (cytotoxicity), % at 5 µM | 360,000 tested, 0.36% active;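 active means corrected activity change at or below -50% at 5 µM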
hiPSC survival – enhancers of human iPSC single-cell survival; AID 602274; 360,000 tested, 0.044% active; survival enhancement, % at 20 µM; hiPSC single-cell survival, ATPlite luminescence; 100% = ROCK inhibitor wells, 0% = DMSO; in the data active means survival enhancement above about 18%;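 further: cells exposed to compounds for 16 hours before the ATP read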
HIF-2a block – inhibitors of HIF-2a | 786-0 RCC cells HIF-2a reporter, luciferase luminescence, overnight | inhibition, % at 18.8 µM | 360,000 tested, 0.72% active | AID 624352;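 active means inhibition of the luminescence signal of 40% or more relative to plate controls, in a single-dose primary screen at 18.75 µM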
MITF TRPM1 inh – reduces MITF-dependent TRPM1 promoter luciferase signal; inhibition, % at 12.5 µM; SK-MEL-5 TRPM1 promoter luciferase, 24 h; 330,000 tested, 0.83% active;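 active means mean inhibition across replicates of 60% or more, whatever share of single replicates reaches that level; inconclusive means some that reach 60%, reason not given; inactive means mean inhibition across replicates below 60%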; further: values of inactives mirror those of a sister screen read the other way
NR2E3 ag-2 – activates human NR2E3 receptor; Q9Y5X4; CHO-S Gal4-NCOR/VP16-NR2E3 two-hybrid, luciferase; inhibition of corepressor binding, % at 3.98 µM; 360,000 tested, 0.35% active; AID 602229;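 active means inhibition above the mean of all tested compounds plus 3 SD, cut at about 70% in these data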;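 further: 0% = DMSO with NR2E3 transfected cells and 100% = cells lacking NR2E3 construct; higher means lower luciferase signal from less NR2E3 corepressor binding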
An asterisk follows results filed as active; u = inconclusive; x = not tested or not shown.

SMILES	NR2E3 ag-1	Peg3 prom inh	CF NFkB block	Shn3 inh set2	TRAIL sens C8	LMP1 NFkB inh	KKLEB tox	hiPSC survival	HIF-2a block	MITF TRPM1 inh	NR2E3 ag-2
O=C(NCCc1ccc(Cl)cc1)C1CCN(S(=O)(=O)N2CCCCC2)CC1	-4	16	-2	-7	3	-13	18	2.9	14	1	-36
C/C(=N/NC(=O)C(C)n1nc(C)c([N+](=O)[O-])c1C)c1ccc(OCC(N)=O)cc1 (stereo unspecified)	-2	12	8	-1	-13	-8	2	-0.3	14	-2	0
O=C(N/C(=C/c1ccccc1Cl)C(=O)N1CCOCC1)c1ccccc1	x	0	21	79	1	67*	-7	1.0	3	-3	23
C=CCn1c(SCC(=O)N(C)C2CCCCC2)nnc1C1CC1	x	6	18	0	-13	-8	0	-1.7	3	6	-31
C=C(C1=CCN(S(=O)C(C)(C)C)[C@@H]1CCO)c1ccccc1 (stereo partly specified)	x	13	-17	-1	9	-5	20	-2.4	8	-8	-14
Cn1c(=N)n(CC(=O)c2ccc(Br)s2)c2ccccc21	3	-138	4	-29	18	-43	-7	-3.9	-184	-15	-163
Cc1ccc(S(=O)(=O)N2CCOCC2)cc1NC(=O)CN1C(=O)NC2(CCCC2)C1=O	x	-4	-1	-1	-10	-17	-4	4.1	12	-12	-3
COc1ccc(NC2=C(C(C)=O)C(c3ccccc3)C(C(C)=O)C(C)(O)C2)cc1 (stereo unspecified)	0	14	-7	1	8	8	-2	-0.5	4	15	-16
COc1cc2c(cc1OC)C1=CC(=O)C(=O)N1C(C)(C)C2	1	14	-85	0	-2	8	-4	1.1	20	0	11
Cc1cccc(C(=O)NC2CCN(CC(=O)NCc3ccccc3F)CC2)c1	1	7	3	16	2	9	-1	-0.7	5	2	-8
O=C(CN(C(=O)CNC(=O)c1ccco1)c1ccc2c(c1)OCCO2)NC1CCCC1	-2	2	6	-18	23	3	9	1.1	8	8	-1
Cc1ccn2cc(-c3cccc(NC(=O)c4ccccc4)c3)nc2c1	-1	-156	-26	-26	37	-33	10	0.0	-241	-91	-80
O=C1OC(c2ccccc2)C2(CCCC2)C(=O)C12CCCC2 (stereo unspecified)	-3	7	2	9	-16	11	-1	-0.3	25	-3	-12
N#Cc1c(N2CCOCC2)nsc1-c1ccc(C(F)(F)F)cc1	2	-301	-12	-78	19	-16	4	0.2	-278	-110	-28
C=CCNc1nc(Cl)nc(NCc2ccco2)n1	x	1	-5	2	9	-20	-1	0.5	12	11	-1
CCOc1ccc(-n2c(=O)c3sccc3n(CC(=O)Nc3cccc(OC)c3)c2=O)cc1	-3	-5	-8	-14	-9	4	-15	0.3	12	6	2
C=CCn1c(SCC(=O)Nc2ccccc2C)nc(O)cc1=O	2	10	-27	-36	-18	-3	10	1.1	-2	5	-15
CC(NC(=S)Nc1c(Cl)cccc1OC(F)F)C(C)(C)C (stereo unspecified)	2	13	-1	-26	-12	-1	4	-1.6	26	1	-10
CCn1c(SCC(=O)N/N=C/c2ccncc2)nc2ccccc21	-1	13	-6	2	-1	5	2	-0.1	6	0	7
CCn1c2ccccc2c2cc(N=C3SC(CC(=O)Nc4ccccc4OC)C(=O)N3CCOC)ccc21 (stereo unspecified)	-1	27	1	39	12	1	6	1.0	16	7	-18
CCOc1ccc(CNC(=O)C2CCN(S(=O)(=O)N3CCCC3)CC2)cc1OC	-4	9	2	-8	-5	3	-9	3.3	7	9	-8
CCc1ccc(CNc2ccc(O)cc2)cc1	6	-31	24	-26	-4	4	0	-4.4	-6	-4	-23
Cc1ccc(C)c(N2CCN(S(=O)(=O)c3ccc4[nH]c(=O)ccc4c3)CC2)c1	1	11	2	94*	3	-7	1	-0.6	12	x	-11
CCC(=O)NCCCNc1nc2c(C)cccc2cc1C#N	1	-24	-12	-14	-7	-5	16	1.0	-2	1	11
COc1cccc(C(=O)OCCNC(=O)c2cccnc2)c1	-1	5	-1	-4	7	-9	1	0.0	-30	2	-14
O=C(Nc1sc2c(c1C(=O)NCc1cccnc1)CCCC2)c1ccco1	2	-12	4	-13	-8	3	-1	2.4	-47	-21	9
Cc1nonc1CC(=O)N1CCc2c([nH]c3ccccc23)C1c1ccccc1F (stereo unspecified)	5	2	-7	-24	1	10	1	-0.5	-9	3	-34
COc1ccccc1C(CC(N)=O)c1ccco1 (stereo unspecified)	5	7	4	-8	-2	2	1	6.9	15	4	-4
O=C(OCC(=O)N1CCCCC1)c1cccs1	x	-160	10	-23	12	-7	-14	-1.4	-194	-81	-130
COc1ccc(/C=C/C(=O)NCc2ccc3c(c2)OCO3)cc1OC	-4	-9	-6	-62	17	10	-12	0.0	5	4	-6
O=c1c2[nH]c3cccc(Cl)c3c2ncn1Cc1ccco1	5	2	5	-15	1	-15	0	1.1	-15	-1	7
Nc1nonc1C(=O)NCCNCc1cc(Br)ccc1OCc1ccc(F)cc1	3	20	-9	90*	18	8	-13	-2.7	10	-6	58
CCNc1nc(Oc2ccc(C(=O)OC)cc2)nc(SC)n1	3	16	-8	5	2	0	-12	1.3	2	6	-12
Cc1ccc(C)c(NC(=S)Nc2ncccc2C)c1	8	-212	10	-74	-8	2	2	0.2	-188	-45	-57
CCOC(=O)c1c(C)[nH]c(C)c1C(=O)COC(=O)c1cc2ccccc2cc1O	-4	-11	12	-6	-1	4	-32	-2.5	-6	0	-6
Cc1ccc(SCCC(=O)Nc2cccc(N(C)S(C)(=O)=O)c2)cc1	-1	9	6	18	2	-3	0	-0.2	11	4	-11
CCCN1CCC(C)(C(=O)Nc2cccc(OC(C)C)c2)C1 (stereo unspecified)	x	1	-20	-20	10	x	7	-1.5	8	x	-4
CC(NC(=O)CN(c1ccc(Br)cc1)S(C)(=O)=O)c1ccccc1 (stereo unspecified)	-4	1	-2	6	-6	2	0	-0.2	9	3	-11
Cc1ccc(C)n1-c1ccc(N2CCOCC2)nc1	-1	-7	-7	-10	-10	-35	-14	-3.7	-18	2	8
CCCSc1nc(N)cc(=O)[nH]1	0	17	-6	14	-6	-2	-10	2.3	4	0	8

Molecules shown so far that contain bromine (three):
SMILES	NR2E3 ag-1	Peg3 prom inh	CF NFkB block	Shn3 inh set2	TRAIL sens C8	LMP1 NFkB inh	KKLEB tox	hiPSC survival	HIF-2a block	MITF TRPM1 inh	NR2E3 ag-2
Cn1c(=N)n(CC(=O)c2ccc(Br)s2)c2ccccc21	3	-138	4	-29	18	-43	-7	-3.9	-184	-15	-163
Nc1nonc1C(=O)NCCNCc1cc(Br)ccc1OCc1ccc(F)cc1	3	20	-9	90*	18	8	-13	-2.7	10	-6	58
CC(NC(=O)CN(c1ccc(Br)cc1)S(C)(=O)=O)c1ccccc1 (stereo unspecified)	-4	1	-2	6	-6	2	0	-0.2	9	3	-11

The list continues:
SMILES	NR2E3 ag-1	Peg3 prom inh	CF NFkB block	Shn3 inh set2	TRAIL sens C8	LMP1 NFkB inh	KKLEB tox	hiPSC survival	HIF-2a block	MITF TRPM1 inh	NR2E3 ag-2
Cc1ccc(C(C(=O)NCc2ccco2)N(Cc2ccco2)C(=O)CNC(=O)c2ccco2)cc1 (stereo unspecified)	-1	2	-3	17	-1	-59	8	-1.7	16	3	5
CN(Cc1nc(-c2cnccn2)no1)C1CC(C)(C)NC(C)(C)C1	0	5	-13	2	-7	6	9	0.1	6	10	-9
COc1ccc(CN2CN=C(Nc3nc4ccccc4s3)NC2)cc1	1	5	13	24	-8	-15	-8	0.8	1	22	-3
O=C(Nc1ccccc1)OCc1cc(-c2ccccc2Cl)on1	5	-294	-14	-65	-3	-72	6	7.1	-310	-61	-49
COc1ccc(NC(=O)N2CCCC(C(=O)NCCc3ccccc3)C2)cc1 (stereo unspecified)	3	-127	-8	-4	-16	-2	13	-0.7	-90	-20	-31
COc1ccc(S(=O)(=O)N(CC(=O)NC2CCCC2)c2ccccc2OC)cc1	-5	16	5	1	0	-1	-1	0.2	12	-2	30
O=C(NNc1c(Cl)cccc1Cl)c1c(F)cccc1Cl	0	10	22	x	-2	-1	-8	2.6	18	-1	-26
CC(=O)NC1CC2CCCC(C1)N2CC(=O)NCc1ccc(F)cc1 (stereo unspecified)	2	10	-5	-9	-7	-19	-1	1.5	17	11	-35
CCOC(=O)CCc1ccc(NC(=O)/C=C/c2ccc([N+](=O)[O-])o2)cc1	x	14	36	9	48	-66	-12	-0.9	91*	u	0
Cc1cccn2c(=O)cc(COC(=O)C(C)Oc3ccccc3)nc12 (stereo unspecified)	x	3	-2	-10	-9	2	6	0.3	-1	x	-1
COc1ccc(N2CCCn3c2nc2c3c(=O)n(Cc3ccccc3F)c(=O)n2C)c(OC)c1	2	-2	8	11	-24	3	2	-1.6	20	16	-8
CC(C)(C)c1ccc(C(=O)OCCNC(=O)c2c(Cl)nc3ccccn23)cc1	2	-2	9	10	-2	2	-9	-0.2	11	4	-3
CC(O)CNCCCCOc1ccc(OCc2ccccc2)cc1 (stereo unspecified)	-4	-141	6	-47	15	5	3	-0.5	-174	-34	-46
COc1cc(C)nc(N(C)S(=O)(=O)c2ccccc2Cl)n1	-2	17	-14	36	0	-2	-11	2.6	19	12	-11
O=C1OC(NC(=O)c2ccccc2)C(N2CCOCC2)=C1Cl (stereo unspecified)	-5	10	-2	1	-6	-2	0	-1.7	3	3	-13
S=c1[nH]nc2ccccn12	x	0	-20	-7	-3	-4	12	3.6	5	1	-8
COc1ccc(NC(=O)CN(C)C(=O)c2cccc(S(=O)(=O)N3CCN(Cc4ccccc4)CC3)c2)cc1	5	-7	-16	57	6	17	3	0.4	5	10	25
COc1ccc(/C=C2\SC(=S)N(Cc3cccnc3)C2=O)cc1C	-3	-77	14	-14	-3	-14	-4	-1.3	-190	-19	-8
Cc1ccc(C)c(OCC(=O)Nc2nc3ccc([N+](=O)[O-])cc3s2)c1C	2	7	45	1	-9	5	-26	1.7	-41	6	-7
O=C(Cc1ccccc1)N/N=C/c1ccc2c(c1)OCO2	-1	-233	-20	-50	6	-24	5	-0.2	-235	-60	-39
COc1cccc(-n2c(SCC(=O)c3c[nH]c4ccccc34)nc3ccccc3c2=O)c1	2	19	-10	38	1	-4	-3	-2.0	-9	-11	13
CC(C)OCCCNC(=O)c1ccc2c(c1)S(=O)(=O)c1ccccc1C2=O	2	12	-51	13	-18	-6	8	0.3	15	4	-22
C[C@H](CO)N1C[C@H](C)[C@@H](CN(C)S(=O)(=O)c2ccccc2)Oc2ccc(NS(=O)(=O)c3cn(C)cn3)cc2C1=O	x	-6	2	1	5	1	-8	1.0	4	1	-21
CCOc1ccc(CCNC(=O)C2CSC3(C)CCC(=O)N23)cc1OCC (stereo unspecified)	1	3	-12	1	-12	-6	-11	-0.3	9	-13	-24
CCOC(=O)N1CCN(C(=O)c2cc3c(s2)-c2c(C)cccc2OC3)CC1	3	11	7	-7	12	9	0	-0.4	-21	-6	16

High-throughput results (PubChem BioAssay)

Some of the compounds tested; count on the stated rates, not on these rows.
